# Bioassay records as filed in PubChem.
# GPR151 ag = activators of human GPR151; Q8TDV0; PathHunter beta-arrestin GPR151 cells, luminescence; activation, % at 11.2 µM; 650,000 compounds, 1% hits; AID 1508602; in the data active means activation above about 4.9%;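 further: 0% = median of compound wells and 100% = cells with positive control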
# FBW7 activator = activators of human E3 ligase FBW7; Q969H0; AlphaScreen FBW7–phospho-cyclin E peptide binding, activator screen; normalized activity (activation), % at 26.1 µM; 650,000 compounds, 0.13% hits; in the data active means normalized activity above about 1.9%;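 further: purified mutant Fbw7 with reduced substrate affinity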
# Target sequence (Q969H0 whole entry, looked up): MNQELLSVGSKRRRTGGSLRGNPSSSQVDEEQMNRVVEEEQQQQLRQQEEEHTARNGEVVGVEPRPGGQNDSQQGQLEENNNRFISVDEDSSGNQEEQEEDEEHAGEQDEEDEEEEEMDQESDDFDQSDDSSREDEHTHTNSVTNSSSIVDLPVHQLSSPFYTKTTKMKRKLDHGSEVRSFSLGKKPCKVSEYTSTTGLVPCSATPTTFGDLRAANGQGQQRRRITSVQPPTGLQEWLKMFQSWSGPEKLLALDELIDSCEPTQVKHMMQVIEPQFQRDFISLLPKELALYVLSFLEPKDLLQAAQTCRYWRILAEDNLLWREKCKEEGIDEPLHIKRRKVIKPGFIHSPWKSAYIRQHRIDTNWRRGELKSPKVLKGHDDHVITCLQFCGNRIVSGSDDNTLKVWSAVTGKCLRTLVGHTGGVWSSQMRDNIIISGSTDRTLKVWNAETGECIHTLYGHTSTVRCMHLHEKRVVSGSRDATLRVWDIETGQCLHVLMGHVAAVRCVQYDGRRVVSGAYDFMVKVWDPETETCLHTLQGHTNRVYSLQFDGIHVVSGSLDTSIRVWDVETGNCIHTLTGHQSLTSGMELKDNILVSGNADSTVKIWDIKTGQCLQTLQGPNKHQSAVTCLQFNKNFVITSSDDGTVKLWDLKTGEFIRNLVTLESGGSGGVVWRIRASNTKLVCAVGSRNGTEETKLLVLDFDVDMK
# MITF primary = human MITF inhibition, primary screen | O75030 | AlphaScreen MITF homodimerization, bead proximity signal | inhibition, % at 2.6 µM | 650,000 compounds, 0.91% hits | AID 1259374; in the data active means inhibition above about 50%;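 further: 0% = vehicle wells with protein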
# TEAD-YAP inh = TEAD-YAP interaction inhibition; HEK-TIYL cells, TEAD-Gal4/YAP UAS-luciferase luminescence; inhibition, % at 9.12 µM; 640,000 compounds, 1.4% hits; in the data active means inhibition above about 32%;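 further: 0% = median of test compound wells and 100% = reference inhibitor wells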
# The depositor's hits bear a star; nt = not tested or not shown; & = joins results of further samples.
structure	GPR151 ag	FBW7 activator	MITF primary	TEAD-YAP inh
Cc1cc(C)nc(N2CCC(C(=O)O)CC2)n1	-0.2	-0.2	-11	3
CC(C)[C@H](NC(=O)c1ccccc1Br)C(=O)NCc1ccc(F)cc1	1.0	0.2	10	-2
Fc1ccc(C2Oc3ccccc3C3=C2C(c2cccnc2)n2nnnc2N3)cc1 (centres undefined)	0.0	0.0	21	3
CCOC(=O)c1ccccc1NC(=O)c1ccc([N+](=O)[O-])cc1Cl	-0.6	-0.1	11	-1
COc1ccc(Nc2nc(Nc3ccc(OC)cc3)nc(N3CCc4ccccc4C3)n2)cc1	-1.0	0.3	10	13
O=C(c1cc2nc(-c3ccc4c(c3)OCO4)cc(C(F)(F)F)n2n1)N1CCN(c2cccc(Cl)c2)CC1	0.5	0.1	2	5
Cc1cc(C)c(S(=O)(=O)NCc2ccncc2)c(C)c1	0.4	-0.1	-6	46*
COc1c(Cl)cc(C(=O)NCc2ccncc2)cc1Cl	1.9	-0.1	8	8
COc1ccccc1-n1c(SCC(=O)c2ccccc2)nc2c(c1=O)SCC2	-1.8	-0.4	-2	-12
O=C(CCCn1c(SCc2cccc([N+](=O)[O-])c2)nc2ccccc2c1=O)NCCc1ccccc1	0.2	0.1	-24	-10
CC(=O)NCCC(=O)Nc1nccs1	1.5	0.1	8	1
Cc1ccc(-n2ccc(N)c(C#N)c2=O)cc1	3.0	-0.1	-4	7
CCCCOc1ccc(C(=O)NNC(=O)c2ccc(-c3ccccc3)cc2)cc1	1.4	0.1	-4	10
CC(=O)Nc1ccc(S(=O)(=O)N(CCCN2CCOCC2)Cc2cccs2)cc1	1.8	0.0	40	-9
CCOC(=O)c1ccc(NC(=O)N2CCOc3ccc(C)cc32)cc1	-1.8	0.2	9	-3
Cc1nc(N2CCN(Cc3ccc4c(c3)OCO4)CC2)c2c3c(sc2n1)CCC3	0.6	-0.1	12	11
O=C(C1CCCN1S(=O)(=O)c1ccc(Cl)c(Cl)c1)N1CCOCC1 (centres undefined)	0.9	0.1	5	-13
NS(=O)(=O)c1ccc(NC(=O)COC(=O)CSc2n[nH]c(-c3ccccc3)n2)cc1	0.4	0.1	-3	7
O=C(Nc1nccs1)c1cc(Cl)ccc1[N+](=O)[O-]	-0.3	0.0	16	-10
COc1cccc(C2(CC(=O)N3CCC(OC)CC3)CC(=O)N(C3CCCC3)C2=O)c1 (centres undefined)	0.5	0.0	-2	-12
CC(=O)Oc1cccc(C(=O)NCc2ccc(C)cc2)c1	0.5	-0.2	-3	1
CC1=CC(C)(C)Nc2ccc(OC(=O)COc3ccccc3[N+](=O)[O-])cc21	-0.1	-0.9	5	-4
O=[N+]([O-])c1ccccc1CN1CCN(Cc2cccnc2)CC1	0.1	-0.2	62*	2
CCOC(=O)C1=C(C)N(C)C(=S)N(C)C1c1ccc(OC)cc1 (centres undefined)	-2.2	0.1	-5	-10
CC(=O)Nc1ccc(Nc2ncnc3c2c(-c2ccccc2)cn3-c2ccc(C)c(Cl)c2)cc1	1.3	-0.2	-5	12
N#Cc1cc2cc3c(cc2nc1NCCNC(=O)NC1CCCCC1)OCO3	-0.5	0.2	13	-10
Cc1cc2nc(=O)c(/C=C3\C=CC(=O)C(Br)=C3)c(N)n2o1	-0.3	0.0	-3	-5
CCOCCn1c(=O)c2c(nc3n(-c4cccc(C)c4)c(C)cn23)n(C)c1=O	-1.6	0.0	8	4
O=C(c1ccc(F)cc1)C1CCN(CC(=O)N2CCOCC2)CC1	-0.4	0.1	30	-9
COc1ccc(CCNC(=O)CSc2nc3ccccc3nc2Cc2ccc(F)cc2)cc1OC	-1.2	-0.2	7	5

# Part of the list above in another layout:
# Results follow in this order: GPR151 ag	FBW7 activator	MITF primary	TEAD-YAP inh
- COc1ccccc1-n1c(SCC(=O)c2ccccc2)nc2c(c1=O)SCC2
 : -1.8	-0.4	-2	-12
- O=C(CCCn1c(SCc2cccc([N+](=O)[O-])c2)nc2ccccc2c1=O)NCCc1ccccc1
 : 0.2	0.1	-24	-10
- CC(=O)NCCC(=O)Nc1nccs1
 : 1.5	0.1	8	1
- Cc1ccc(-n2ccc(N)c(C#N)c2=O)cc1
 : 3.0	-0.1	-4	7
- CCCCOc1ccc(C(=O)NNC(=O)c2ccc(-c3ccccc3)cc2)cc1
 : 1.4	0.1	-4	10
- CC(=O)Nc1ccc(S(=O)(=O)N(CCCN2CCOCC2)Cc2cccs2)cc1
 : 1.8	0.0	40	-9
- CCOC(=O)c1ccc(NC(=O)N2CCOc3ccc(C)cc32)cc1
 : -1.8	0.2	9	-3
- Cc1nc(N2CCN(Cc3ccc4c(c3)OCO4)CC2)c2c3c(sc2n1)CCC3
 : 0.6	-0.1	12	11
- O=C(C1CCCN1S(=O)(=O)c1ccc(Cl)c(Cl)c1)N1CCOCC1 (centres undefined)
 : 0.9	0.1	5	-13
- NS(=O)(=O)c1ccc(NC(=O)COC(=O)CSc2n[nH]c(-c3ccccc3)n2)cc1
 : 0.4	0.1	-3	7
- O=C(Nc1nccs1)c1cc(Cl)ccc1[N+](=O)[O-]
 : -0.3	0.0	16	-10
- COc1cccc(C2(CC(=O)N3CCC(OC)CC3)CC(=O)N(C3CCCC3)C2=O)c1 (centres undefined)
 : 0.5	0.0	-2	-12
- CC(=O)Oc1cccc(C(=O)NCc2ccc(C)cc2)c1
 : 0.5	-0.2	-3	1
- CC1=CC(C)(C)Nc2ccc(OC(=O)COc3ccccc3[N+](=O)[O-])cc21
 : -0.1	-0.9	5	-4
- O=[N+]([O-])c1ccccc1CN1CCN(Cc2cccnc2)CC1
 : 0.1	-0.2	62*	2
- CCOC(=O)C1=C(C)N(C)C(=S)N(C)C1c1ccc(OC)cc1 (centres undefined)
 : -2.2	0.1	-5	-10
- CC(=O)Nc1ccc(Nc2ncnc3c2c(-c2ccccc2)cn3-c2ccc(C)c(Cl)c2)cc1
 : 1.3	-0.2	-5	12
- N#Cc1cc2cc3c(cc2nc1NCCNC(=O)NC1CCCCC1)OCO3
 : -0.5	0.2	13	-10
- Cc1cc2nc(=O)c(/C=C3\C=CC(=O)C(Br)=C3)c(N)n2o1
 : -0.3	0.0	-3	-5
- CCOCCn1c(=O)c2c(nc3n(-c4cccc(C)c4)c(C)cn23)n(C)c1=O
 : -1.6	0.0	8	4
- O=C(c1ccc(F)cc1)C1CCN(CC(=O)N2CCOCC2)CC1
 : -0.4	0.1	30	-9
- COc1ccc(CCNC(=O)CSc2nc3ccccc3nc2Cc2ccc(F)cc2)cc1OC
 : -1.2	-0.2	7	5

# More records:
structure	GPR151 ag	FBW7 activator	MITF primary	TEAD-YAP inh
COc1ccccc1CNC(=O)CC1Sc2ccccc2NC1=O (centres undefined)	-1.1	-0.1	10	7
CN(c1ccc(Br)cc1)S(=O)(=O)c1cc2c(cc1Cl)NC(=O)CO2	1.9	0.0	8	1
CCN(CC)C(=S)SSC(=S)N(CC)CC	-1.6&-1.0&2.1&0.0	-0.2&-0.3&1.0&0.0	32&8&20&0	32&10&23
CCOc1ccc2nc(SCC(=O)Nc3ccccc3[N+](=O)[O-])sc2c1	-0.4	0.0	5	0
Cc1ccc(-n2nc3c(c2NC(=O)c2ccc(C)c([N+](=O)[O-])c2)CS(=O)(=O)C3)c(C)c1	-0.3	-0.1	4	-1
O=c1c(F)cn(C2CCCO2)c(=O)n1Cc1ccc(Br)cc1 (centres undefined)	-1.3	-0.1	0	-10
Cc1ccc2c(c1)-c1c(ssc1=S)C(C)(C)N2C(=O)Cc1ccccc1	0.3	-0.8	41	4
Cc1noc(C)c1COc1cccc(C(=O)O)c1	-1.3	-0.3	-3	-10
CCCCSc1nc2c(c(=O)n1-c1ccccc1)SCC2	1.0	0.2	-3	-4
CC1(C)Cc2[nH]c(=O)c(C#N)cc2CO1	-0.3	-0.1	5	5
CCOC(=O)c1sc(NC(=O)CCCCCN2C(=O)c3ccccc3C2=O)nc1C	0.5	-0.2	8	-3
CCC1(CC)NC(=O)N(CC(=O)Nc2ccc(I)cc2)C1=O	0.5	0.0	11	5
COC(=O)[C@H](Cc1ccccc1)NC(=O)OC1C(=O)c2ccc(OC)cc2O[C@@H]1c1ccc2c(c1)OCO2 (some centres undefined)	0.9	-0.1	4	nt
O=[N+]([O-])c1cc(C(F)(F)F)ccc1NCCOc1ccccc1	0.8	0.2	18	-29
Cc1ccc(CN(Cc2ccco2)C(=S)NCC(=O)N2CCc3ccccc32)cc1	2.5	0.1	3	-6
CCc1c(C)sc(NC(=O)Cc2ccc(OC)cc2)c1C#N	0.1	0.1	6	28
O=C(O)CSC1CC(=O)N(c2ccc(I)cc2)C1=O (centres undefined)	-1.5	1.2	21	11
CC(C)COc1ccc(C(=O)Nc2ccc3c(c2)oc2ccccc23)cc1	0.7	-0.2	-1	-6
CC(C)CCOc1ccc(N)cc1	3.2	nt	11	nt
CC(C)(C)OC(=O)Nc1ccc(-n2nnc3cc(C(F)(F)F)cnc32)cc1	-1.0	0.1	3	4
Cc1cnc(Nc2ncccn2)nc1NCc1ccccc1	0.7	0.0	-1	-11
CCC(C)(C)n1nnnc1C(c1cc2ccc(OC)cc2[nH]c1=O)N1CCCCC1 (centres undefined)	0.7	-0.1	-2	-16
Cc1ccc(NC2OC(CO)C(O)C(O)C2O)c([N+](=O)[O-])c1 (centres undefined)	-1.0	0.2	14	1
Cc1cc(C)n2nc3nc(N4CCCCC4)nc(-c4ccco4)c3c2n1	-0.3	0.0	5	0
Cc1ccc2ccccc2c1CN1CCN(C(=O)CN2C(=O)c3ccccc3C2=O)CC1	-0.8	-0.1	10	-9
CN(C)/C=N\N=C1\CC(C)(C)Cc2n[nH]c(=O)cc21	1.0	0.1	15	8
NC(=O)c1c(NC(=O)Cc2ccccc2)sc2c1CCCC2	-2.4	0.3	21	6
COCCNC(=O)/C(C#N)=C/c1ccccc1OC(C)C	-0.7	-0.1	-6	4
O=C(NC1CCCC1)c1ccc2c(c1)NC(=O)C(CSCc1c(F)cccc1Cl)N2 (centres undefined)	0.4	-0.2	-7	3
CCCCOc1ccc(/C=C2\SC(=S)N(CC(=O)O)C2=O)cc1OC	-0.8	0.1	1	-2

# Additional entries follow.
structure	GPR151 ag	FBW7 activator	MITF primary	TEAD-YAP inh
Clc1ccc(C2Nc3ccccc3C(c3ccccc3)(c3ccccc3)O2)c(Cl)c1 (centres undefined)	-0.7	-0.1	3	-2
CC1(C)CC(=O)C/C(=N\NC(=O)c2ccccc2Br)C1	0.6	0.1	18	2
O=C1NC(CC(=O)N2C3CCC2CC(c2ccc(F)cc2)C3)c2ccccc21 (centres undefined)	-1.7	0.1	7	1
CC(=O)n1c2ccccc2c2nc3ccccc3nc21	-1.2	1.0	13	-45
O=C(O)C1CSC(C2CCCCC2)N1 (centres undefined)	-1.1	0.2	0	10
Cc1ccc(OCC(=O)Nc2ccc(S(=O)(=O)Nc3ccccc3)cc2)cc1	-1.0	0.0	-3	3
COc1cc(OC)cc(C(=O)N[C@H](C(=O)OCC(=O)Nc2cccc(F)c2)C(C)C)c1	-1.4	-0.1	8	23
CN(C)C(=O)Cn1cc(I)c(=O)[nH]c1=O	2.0	-0.2	5	4
COc1ccc(NC(=O)c2sc3nc4c(c(-c5cccs5)c3c2N)CCCC4)cc1	3.7	-0.2	4	-6
COc1cccc(-c2cc(C(=O)Nc3ccc4c(c3)OCCO4)c3ccccc3n2)c1	-0.2	-0.2	-6	-10
Cc1ccc(NC(=O)CCN2C(=O)C3C4CCC(C4)C3C2=O)cc1[N+](=O)[O-] (centres undefined)	-1.9	0.5	19	-9
Cn1cc(/C=N/NC(=O)c2ccco2)c2ccccc21	-1.6	0.9	22	-61
CCC(C)NC(=O)COC(=O)c1cc2ccccc2cc1O (centres undefined)	0.6	0.0	-2	6
COc1ccc(CN2CCCN(C)CC2)c(OC)c1	2.9	0.1	28	7
O=C(NCCc1ccc(F)cc1)c1cccc([N+](=O)[O-])c1	0.5	0.1	1	-13
Cc1ccc2c(c1)-c1c(ssc1=S)C(C)(C)N2C(=O)CSc1nc(C)cc(C)n1	1.9	-0.1	-7	3
